HepG2 viability: qHTS for Inhibitors of TGF-b: Cytotox Counterscreen | HepG2 CAGA-GFP viability, ATP luminescence, 18 h | Potency, µM (doses to about 46.1 µM), inactives show top-dose activity change, negative = cytotoxicity, actives largely listed as cytotoxic | 0.76% of 410,000 active | AID 588856, 2011; note: potency is the fitted concentration of half-maximal effect; some results filed as inactive show a strong effect at the top dose
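CellTiter-Glo luminescence gave cytotoxicity after 18 hours at 37 degrees C. The cells were HepG2 CAGA-GFP in 1% FBS DMEM, stimulated with 500 pg/mL TGF-beta after compound addition. %Activity was normalised to no-cell wells (complete cell-killing) and DMSO (no toxicity), and curves were fitted and classified.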
MmCpn inh: Inhibitors of TCP-1 ring complex (TRiC) of Methanococcus maripaludis (MmCpn): qHTS; Chaperonin Mm-Cpn (Methanococcus maripaludis); purified Mm-Cpn ATPase, ADP Transcreener TR-FRET; Potency, µM (highest dose often 76.9 µM), for the others: top-dose activity, negative = inhibition, usual class: inhibitors; 0.031% of 330,000 active; note: potency is the fitted concentration of half-maximal effect; % is set by controls: 0 for no effect and ±100 for the full control effect; nearly all actives have a fitted effect of over 80% in size
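Compound-treated chaperonin, 25 nM final, turns over 10 uM ATP at 37°C for 30 min following a 10 min preincubation; ADP generated competes with ADP-d2 for Eu-cryptate antibody, lowering FRET.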
A549 viability: Nrf2 qHTS screen for inhibitors: counterscreen for cytotoxicity. A549 ARE-Fluc cells, CellTiter-Fluor viability, 18-24 h. Potency, µM (series often up to 46 µM), without a hit: at the highest dose activity change, negative = cytotoxicity, actives largely listed as inhibitors. 0.16% of 390,000 active; note: potency is the fitted concentration of half-maximal effect; % is set by controls: 0 for no effect and ±100 for the full control effect
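A549 ARE-Fluc cells in 5% FBS OPTI-MEM, 5000 cells/well, rested 2 h then exposed to compounds in concentration-response for 18-24 h at 37 °C. Viability by CellTiter-Fluor fluorescence (Ex 405/Em 525) after 30 min; luciferase luminescence (BugLite, 15 min, RT) read afterwards.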
Akt phos inh: HTS Assay for Inhibitors of Akt Phophorylation: Primary Screen. activity change, % for hits at 50 µM. 0.32% of 360,000 active. Neuro2A IGF-stimulated pAkt S473 HTRF, 20 min; hits give low values; in the data active = activity change below about -80%; inconclusive = mostly about -51% to -80%; note: % is set by controls: 0 for no effect and ±100 for the full control effect
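Neuro2A cells (4,500/well, DMEM with 0.5% FBS) were treated with compound at a single 50 µM final concentration, stimulated with 6 nM IGF for 20 min at 37 °C, and lysed. Phospho-Akt Ser473 was read by HTRF as 665/615 ratio ×10^4.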
Nrf2 block: Nrf2 qHTS screen for inhibitors. A549 ARE-Fluc reporter, luciferase luminescence, 18-24 h. Potency, µM (highest dose often 46 µM), inactives show top-dose activity change, negative = inhibition, most hits filed as inhibitors. 2.1% of 360,000 active. AID 504444, 2011; note: potency is the fitted concentration of half-maximal effect; % is set by controls: 0 for no effect and ±100 for the full control effect; nearly all actives have a fitted effect of over 60% in size
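A549 ARE_Fluc cells (5000/well, 5% FBS OPTI-MEM) pre-incubated 2 h, then treated with compounds 18-24 h at 37C/5% CO2 in concentration-response. CellTiter-Fluor viability read first; BugLite luciferase luminescence after 15 min at room temperature gives Nrf2 activity.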
CCT modulator: High-Throughput Screening for Modulators of Cytosolic Chaperonin Activity. purified chaperonin ATPase assay, HTRF ADP detection, 30 min. activity change, % (concentration not given with the values), hits read low. 0.3% of 360,000 active. AID 651819, 2012; in the data active = activity change below about -30%; note: % is set by controls: 0 for no effect and ±100 for the full control effect
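TRiC (40 or 20 nM final, by batch activity) in 30 mM Tris pH 7.4, 100 mM KCl, 5 mM MgCl2, 1 mM DTT was treated with compound at 76 uM single dose, then 10 uM ATP, 30 min at 37 °C. ADP was read by HTRF Transcreener.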
Nrf2 ARE act: qHTS of Nrf2 Activators; AREc32 ARE-luciferase reporter (MCF7-derived line), luminescence, 24 h; Potency, µM (top dose mostly 46.1 µM), for the others: top-dose activation, hits mostly activators; 0.31% of 410,000 active; note: potency is the fitted concentration of half-maximal effect; % of control where 0% means no effect; nearly all actives have a fitted effect of over 65% in size
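Steps: seed AREc32_Fluc cells (1000/well, 5% FBS OPTI-MEM); incubate overnight at 37 deg C; add 23 nL compound; incubate 24 hr; add Steady-Glo; hold 30 min RT; read luminescence.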
ATXN viability: Viability Counterscreen for Primary qHTS for Inhibitors of ATXN expression; 0.49% of 400,000 active; Potency, µM (titrated, usually from 56.7 µM), usual class: cytotoxic; AID 651635, 2014; S2 cells (HEK-293 line with an ATXN2-luciferase reporter) viability, CellTiter-Fluor protease fluorescence, 24 h; note: potency is the fitted concentration of half-maximal effect; nearly all actives have a fitted effect of over 40% in size
TGFb inhibitor: qHTS for Inhibitors of TGF-b; HepG2 CAGA-GFP TGF-b/SMAD3 reporter, GFP fluorescence, 18 h; TGF-beta stimulated, 500 pg/mL final; Potency, µM (doses to about 46.1 µM), without a hit: top-dose activity, negative = inhibition, actives largely listed as inhibitors; 1.2% of 410,000 active; AID 588855, 2011; note: potency is the fitted concentration of half-maximal effect; % is set by controls: 0 for no effect and ±100 for the full control effect; nearly all actives have a fitted effect of over 65% in size
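Using HEPG2 CAGA-GFP reporter cells at 1000 cells/well, we pinned test compounds, stimulated with recombinant TGF-beta (500 pg/mL final) and measured total well GFP after 18 h.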
Active calls of the source: *; [ ] = another dose, or the depositor's remark. Unless noted, calls come from the whole dose curve; as a rule, active = well fitted curve in the direction sought with a large enough effect; inconclusive = small, poorly fitted or top-dose-only effect, or another doubt; inactive = no such curve, though single readings can be large; an effect the other way counts as inactive or inconclusive.

`CS(=O)(=O)Nc1ccccc1NS(C)(=O)=O` gave HepG2 viability 13%, MmCpn inh -4%, A549 viability 1%, Akt phos inh inactive, Nrf2 block -5%, CCT modulator 0.7, Nrf2 ARE act 0.2%, ATXN viability inactive and TGFb inhibitor 5%.
`CC(Sc1nc2ncc(Cl)cc2[nH]1)C(=O)NC1(C#N)CCCCC1` (stereo not drawn) gave HepG2 viability -29%, MmCpn inh 0%, A549 viability 6%, Akt phos inh inactive, Nrf2 block inconclusive, CCT modulator 1.2, Nrf2 ARE act 13%, ATXN viability inactive and TGFb inhibitor inconclusive.
`CCCCOc1ccc(C(=O)NC(=S)Nc2ccc(CN3CCOCC3)cc2)cc1` gave HepG2 viability 2%, MmCpn inh -1%, A549 viability -3%, Akt phos inh inactive, Nrf2 block -25%, CCT modulator -1.8, Nrf2 ARE act 0.3%, ATXN viability inactive and TGFb inhibitor -3%.
Screening Nc1cccc(-c2cccc3nncn23)c1 returned HepG2 viability 14%, Akt phos inh inactive, CCT modulator 0.4, Nrf2 ARE act -1.2%, ATXN viability inactive and TGFb inhibitor 16%.
COC(=O)c1cccc(NS(C)(=O)=O)c1 was read as HepG2 viability -17%, MmCpn inh -1%, A549 viability -3%, Akt phos inh inactive, Nrf2 block 1%, CCT modulator -1.4, Nrf2 ARE act 0.4%, ATXN viability inactive and TGFb inhibitor -13%.
`COc1ccc(-n2c(SCc3ccccc3)nc3c([nH]c4ccccc43)c2=O)cc1` gave HepG2 viability -22%, A549 viability 14%, Nrf2 ARE act 0.3%, ATXN viability inactive and TGFb inhibitor -5%.
For Cc1c(C)c2ccc(O)c(CN3CCCC3)c2oc1=O the results were HepG2 viability 10%, MmCpn inh -11%, A549 viability 10%, Akt phos inh inactive, Nrf2 block -1%, CCT modulator -1.5, Nrf2 ARE act -0.1%, ATXN viability inconclusive and TGFb inhibitor -2%.
Screening CCN(CC(=O)Nc1ccc2c(c1)OCO2)Cc1nc2ccccc2c(=O)[nH]1 returned HepG2 viability -24%, MmCpn inh -2%, A549 viability -11%, Akt phos inh inactive, Nrf2 block -6%, CCT modulator 0.1, Nrf2 ARE act 1.7%, ATXN viability inactive and TGFb inhibitor 14%.
Screening Cc1cc(OC(=O)C(C)(C)C)c([N+](=O)[O-])c(=O)[nH]1 returned HepG2 viability 0%, MmCpn inh 3%, A549 viability 1%, Akt phos inh inactive, Nrf2 block 1%, CCT modulator -1.7, Nrf2 ARE act 0.1%, ATXN viability inactive and TGFb inhibitor -3%.
COc1ccc([C@@H]2[C@H]3C(=O)N(c4cccc(C(F)(F)F)c4)C(=O)[C@H]3ON2C)cc1 was read as HepG2 viability -11%, MmCpn inh -5%, A549 viability 3%, Akt phos inh inactive, Nrf2 block -7%, CCT modulator -1.9, Nrf2 ARE act 2.0%, ATXN viability inactive and TGFb inhibitor 2%.
For COc1ccc(/C(O)=C2/C(=O)C(=O)N(CCN3CCOCC3)C2c2ccccn2)cc1OC (stereo not drawn) the results were HepG2 viability 3%, MmCpn inh -2%, A549 viability -5%, Akt phos inh inactive, Nrf2 block 17%, CCT modulator -3.5, Nrf2 ARE act 1.9%, ATXN viability inactive and TGFb inhibitor -2%.
`CC(=O)c1ccc(NC(=O)CN2CCC(NC(=O)c3ccccc3C)CC2)cc1` gave HepG2 viability 4%, Akt phos inh inactive, CCT modulator -1.7, Nrf2 ARE act -0.7%, ATXN viability inactive and TGFb inhibitor 0%.
For O=C(CSc1nnnn1-c1ccccc1)NCC1(N2CCCCC2)CCCCC1 the results were HepG2 viability -5%, MmCpn inh 1%, A549 viability -2%, Akt phos inh inactive, Nrf2 block 3%, CCT modulator -1.5, Nrf2 ARE act -0.7%, ATXN viability inactive and TGFb inhibitor 27%.
`Oc1ccc(C=NNc2ccccn2)c(O)c1` gave HepG2 viability 1%, A549 viability -13%, Akt phos inh inactive, Nrf2 block inconclusive, CCT modulator -1.2, Nrf2 ARE act 5.3%, ATXN viability inconclusive and TGFb inhibitor -6%.
`COc1ccccc1N1CCN(C(=O)CCc2ccccc2)CC1` gave HepG2 viability -3%, MmCpn inh -2%, A549 viability 9%, Akt phos inh inactive, Nrf2 block 1%, CCT modulator 1.4, Nrf2 ARE act -0.6%[9.22 µM], ATXN viability inactive and TGFb inhibitor -2%.
Screening CC1(C(=O)NS(=O)(=O)c2ccccc2Cl)CCN1C(=O)Cc1ccccc1 (stereo not drawn) returned HepG2 viability 2%, Akt phos inh inactive, CCT modulator 2.1, Nrf2 ARE act 0.0%, ATXN viability inactive and TGFb inhibitor 5%.
`CCN(CC)CCNC(=O)C12CC3CC(CC(C3)C1)C2` gave HepG2 viability 2%, MmCpn inh 0%, A549 viability 0%, Akt phos inh inactive, Nrf2 block -1%, CCT modulator 0.9, Nrf2 ARE act 0.5%, ATXN viability inconclusive and TGFb inhibitor 12%.
CC(C)N(Cc1nccn1C)C(=O)c1cc(COc2ccc(F)cc2Cl)on1 was read as HepG2 viability 12%, MmCpn inh 0%, A549 viability -2%, Akt phos inh inactive, Nrf2 block -5%, CCT modulator -3.4, Nrf2 ARE act 0.2%, ATXN viability inactive and TGFb inhibitor 3%.
CCCCc1ccc(NC(=S)NCc2cccs2)cc1 was read as HepG2 viability -114%, MmCpn inh 1%, A549 viability -17%, Nrf2 block inconclusive, CCT modulator 1.2, Nrf2 ARE act 0.7% and TGFb inhibitor -19%.
Screening CCOc1ccc(C(=O)/C=C/c2cc(OC)c(OC)c(OC)c2)cc1 returned HepG2 viability 8%, MmCpn inh -2%, A549 viability -6%, Akt phos inh inactive, Nrf2 block inconclusive, CCT modulator -2.4, Nrf2 ARE act inconclusive, ATXN viability inactive and TGFb inhibitor inconclusive.
`CC(=O)Nc1ccc(NC(=O)C(C)OC(=O)CNS(=O)(=O)c2ccc(Br)cc2Cl)cc1` (stereo not drawn) gave HepG2 viability 7%, MmCpn inh 1%, A549 viability -11%, Akt phos inh inactive, Nrf2 block -13%, CCT modulator 1.7, Nrf2 ARE act -0.6%, ATXN viability inactive and TGFb inhibitor -3%.
Screening CCC(C)Nc1nc(-c2c[nH]c3ccccc23)cs1 (stereo not drawn) returned HepG2 viability -59%, MmCpn inh -5%, A549 viability -13%, Akt phos inh inactive, Nrf2 block 2%, CCT modulator 0.5, Nrf2 ARE act 6.9%, ATXN viability inconclusive and TGFb inhibitor 13µM*.
Screening Cc1ccccc1Nc1nnc(SCc2cc(=O)n3ccsc3n2)s1 returned HepG2 viability -24%, MmCpn inh -22%, A549 viability 2%, Akt phos inh inactive, Nrf2 block inconclusive, CCT modulator 0.5, Nrf2 ARE act 4.1%, ATXN viability inactive and TGFb inhibitor -5%.
Screening CCNS(=O)(=O)c1ccc(C(=O)OCc2cc(=O)oc3cc(OC)ccc23)cc1 returned HepG2 viability -9%, MmCpn inh -15%, A549 viability -8%, Akt phos inh inactive, Nrf2 block 2%, CCT modulator -0.4, Nrf2 ARE act 0.1%, ATXN viability inactive and TGFb inhibitor 2%.
Screening COc1ccc(C(=O)CSc2n[nH]c(N)n2)cc1 returned HepG2 viability -5%, MmCpn inh 0%, A549 viability -6%, Akt phos inh inactive, Nrf2 block 11%, CCT modulator -1.4, Nrf2 ARE act -0.6%, ATXN viability inactive and TGFb inhibitor 2%.
For CCCCn1c(CN2CCN(c3ccc(OC)cc3)CC2)nc2c1c(=O)[nH]c(=O)n2C the results were HepG2 viability -14%, A549 viability 0%, Nrf2 block inconclusive, Nrf2 ARE act -1.8%, ATXN viability inactive and TGFb inhibitor -8%.
Screening C#CCOCCOCCOCCNc1nc(N2CCN(C(=O)[C@H](CCCCN)n3cc(CN)nn3)CC2)nc(N2CCN(C(=O)[C@H](CCCCN)n3cc([C@@H](N)CC(N)=O)nn3)CC2)n1 returned HepG2 viability -6%, A549 viability 1%, Akt phos inh inactive, Nrf2 block 27%, CCT modulator -2.6, Nrf2 ARE act -0.9%, ATXN viability inactive and TGFb inhibitor 27%.
COc1ccc(S(=O)(=O)N2CCC(C(=O)NCc3ccccc3)CC2)cc1OC was read as HepG2 viability 1%, MmCpn inh 0%, A549 viability 1%, Akt phos inh inactive, Nrf2 block 9%, CCT modulator -7.8, Nrf2 ARE act -1.2%, ATXN viability inactive and TGFb inhibitor 4%.
`Cc1ccc(CNC(=O)CCNC(=O)c2ccco2)cc1` gave HepG2 viability 2%, MmCpn inh 0%, A549 viability -1%, Akt phos inh inactive, Nrf2 block inconclusive, CCT modulator 0.6, Nrf2 ARE act -0.5%, ATXN viability inactive and TGFb inhibitor 0%.
`Cc1ccc(N(CC(=O)Nc2ccc(C)cc2C)S(=O)(=O)N2CCCC2)cc1` gave HepG2 viability -4%, MmCpn inh 2%, A549 viability inconclusive, Akt phos inh inactive, Nrf2 block inconclusive, CCT modulator -2.3, Nrf2 ARE act 0.3%, ATXN viability inactive and TGFb inhibitor -9%.
COc1cccc(C(=O)COC(=O)c2cccs2)c1 was read as HepG2 viability 2%, MmCpn inh -12%, A549 viability 1%, Akt phos inh inactive, Nrf2 block 12%, CCT modulator -0.8, Nrf2 ARE act 25%, ATXN viability inactive and TGFb inhibitor 1%.

High-throughput results (PubChem)
